Compound activity as filed in PubChem.
M1 ag parental: M1 agonist counterscreen hit in parental CHO-K1 cells. 360,000 compounds, 0.48% hits. AID 602248. Fluo-8 calcium fluorescence; scaled to maximal ATP response, vehicle zero. activation, % at 3 µM; in the data active = activation above about 15%;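 note: untransfected CHO-K1 host cells lacking M1 receptor as counterscreen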
OXTR potentiator: potentiates the human oxytocin receptor response; P30559; CHO-OTR cells, Fluo-8 calcium fluorescence, potentiator mode; 0% = oxytocin EC15, 100% = EC100; activation, % at 3 µM; 320,000 compounds, 0.061% hits;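 active = activation above that plate's cutoff, the mean activation of tested compounds plus 3 SD, cut at about 6.6% in these data, passing the limit was not always enough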;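 note: 100% uses oxytocin at 75 nM as the full agonist control; some results filed as inactive read as strong as hits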
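Material: CHO-OTR cells, human receptor; compound dosing: single dose, 3.0 µM nominal final compound concentration; schedule: 6 min compound pre-incubation at room temperature, 100 s kinetic read; measured by: kinetic Fluo-8 calcium fluorescence; read-out basis: % activation vs EC15 and EC100 oxytocin; controls: EC15 oxytocin alone as 0%, 75 nM oxytocin as 100%; replicates: singlicate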
CHO-K1 Ca antag: counter-screen for M1 antagonists: effect in parental CHO-K1 cells. ATP-induced calcium, Fluo-8 fluorescence. inhibition, % at 3 µM. 360,000 compounds, 0.6% hits;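 active = inhibition above a per-plate cutoff, the plate's mean sample inhibition plus 3 SD, cut at about 24% in these data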;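 note: 0% = DMSO plus EC80 ATP and 100% = DMSO alone without ATP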
CHO-K1 Ca PAM: M1 PAM counterscreen hit in parental CHO-K1 cells; ATP EC20, Fluo-8 calcium fluorescence; 0% at ATP EC20, 100% at ATP max; activation, % at 3 µM; 360,000 compounds, 0.02% hits; AID 602247;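 active = activation above the run cutoff, the mean activation of all test compounds plus 3 SD, cut at about 40% in these data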;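 note: peak over basal fluorescence ratio in a 140 s read after ATP addition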
TAAR1 ag: human TAAR1 agonism | Q96RJ0 | CHO RD-HGA16 TAAR1, Fluo-8 calcium fluorescence; vehicle wells 0%, saturating PEA agonist 100% | activation, % at 3 µM | 360,000 compounds, 0.99% hits | AID 624467;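 active = activation above the mean activation of all test compounds in the run plus 3 SD, cut at about 38% in these data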
Target sequence (Q96RJ0 whole entry, looked up): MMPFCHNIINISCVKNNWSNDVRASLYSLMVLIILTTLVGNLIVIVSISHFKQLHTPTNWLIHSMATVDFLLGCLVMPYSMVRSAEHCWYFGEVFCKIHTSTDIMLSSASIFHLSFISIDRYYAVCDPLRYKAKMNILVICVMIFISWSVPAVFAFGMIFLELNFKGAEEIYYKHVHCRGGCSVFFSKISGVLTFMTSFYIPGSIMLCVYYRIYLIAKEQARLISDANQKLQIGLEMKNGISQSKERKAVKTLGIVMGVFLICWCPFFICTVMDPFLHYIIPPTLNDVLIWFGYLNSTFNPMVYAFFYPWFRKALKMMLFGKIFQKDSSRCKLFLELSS
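System: CHO-derived RD-HGA16 cells with stable Gα16 and human TAAR1 / Times: 17-24 h plating, Fluo-8 75 min 37 °C, 30 min RT / Technique: calcium-sensitive Fluo-8 signal, excitation 470-495, emission 515-575 nm / Measure: % activation relative to PEA EC100 response / Benchmarks: DMSO and PEA EC100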
M1 ag: activates human CHRM1 receptor; P11229; CHO-K1 hM1, Fluo-8 calcium fluorescence, agonist mode; 0% DMSO, 100% acetylcholine EC100; activation, % at 3 µM; 360,000 compounds, 0.33% hits; AID 588814;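 active = activation above the run's mean compound activation plus 3 SD, cut at about 16% in these data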;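 note: peak over basal fluorescence ratio within a 140 s kinetic read after compound addition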
Target sequence (P11229 whole entry, looked up): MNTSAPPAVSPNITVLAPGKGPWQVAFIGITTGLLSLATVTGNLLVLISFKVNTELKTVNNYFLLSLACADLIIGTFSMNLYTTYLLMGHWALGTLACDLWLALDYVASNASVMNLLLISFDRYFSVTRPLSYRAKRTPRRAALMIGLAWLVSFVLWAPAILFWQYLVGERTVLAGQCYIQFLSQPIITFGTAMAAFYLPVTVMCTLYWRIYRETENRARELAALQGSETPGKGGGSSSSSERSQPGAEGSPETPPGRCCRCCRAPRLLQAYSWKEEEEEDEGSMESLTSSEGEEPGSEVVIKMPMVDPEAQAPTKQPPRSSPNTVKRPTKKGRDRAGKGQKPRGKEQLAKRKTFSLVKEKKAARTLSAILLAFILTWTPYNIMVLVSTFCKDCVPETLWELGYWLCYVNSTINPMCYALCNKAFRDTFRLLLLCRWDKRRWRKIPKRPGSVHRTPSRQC
CHO parental Ca: signal in parental CHO cells, OX1R antagonist counter-screen | parental CHO-K1, ATP-induced calcium, Fluo-8 fluorescence | inhibition, % at 5.6 µM | 330,000 compounds, 0.63% hits;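 active = inhibition above that plate's mean sample inhibition plus 3 SD, cut at about 26% in these data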;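 note: 0% = ATP-challenged DMSO wells and 100% = DMSO wells without ATP; some compounds past the cut are filed as inactive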
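Test system: parental CHO cells; detection: calcium-sensitive Fluo-8 fluorescence; evaluation: percent inhibition of calcium signal; also added: ATP as calcium-mobilizing challenge; repeats: one well per compound; control set: ATP-challenged DMSO wells low, unchallenged DMSO wells high; compound: single nominal dose of 5.6 µM per compound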
M1 antag: blocks human M1 muscarinic receptor; CHO-K1 hM1, Fluo-8 calcium fluorescence, ACh EC80 antagonist; inhibition, % at 3 µM; 360,000 compounds, 1.3% hits;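 active = percent inhibition above its own plate's cutoff, namely the mean of that plate's compound wells plus 3 SD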;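 note: peak over basal fluorescence ratio during 140 s after agonist addition; 0% = ACh EC80 plus DMSO and 100% = DMSO alone without agonist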
TAAR1 antag: antagonists of human TAAR1. 360,000 compounds, 1.5% hits. inhibition, % at 3 µM. AID 624466. CHO RD-HGA16 TAAR1, Fluo-8 calcium fluorescence, antagonist. Q96RJ0;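 active = inhibition above a per-plate cutoff, the mean inhibition of test compounds on that plate plus 3 SD, cut at about 49% in these data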;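 note: 0% = DMSO plus EC80 beta-PEA response and 100% = DMSO alone without agonist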
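Test system – hTAAR1-expressing CHO RD-HGA16 cells, Gα16-coupled · Reagent – β-PEA at EC80 concentration, post-compound challenge · Compound dosing – 3 µM, single point · Timing – 140 s kinetic read after compound, 140 s after agonist · Detection – Fluo-8 intracellular calcium dye fluorescence, real-time kinetic reads · Control set – DMSO and EC80 PEA controls · Repeats – n of 1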
Starred values were filed as active, the others as inactive; nt = no result given.

smiles	M1 ag parental	OXTR potentiator	CHO-K1 Ca antag	CHO-K1 Ca PAM	TAAR1 ag	M1 ag	CHO parental Ca	M1 antag	TAAR1 antag
Cc1ccc(S(=O)(=O)N2CCOCC2)cc1NC(=O)COC(=O)CSc1ccc(Br)cc1C	3.9	-6	-5	17	23	-2	5	7	18
C=CCOc1ccc(/C=N/NC(=O)c2c(C)nc3ccc(Cl)cn23)cc1	0.3	-10	-4	15	0	-2	-22	-16	2
COc1ccc(-c2cc3nc(C)c(CCC(=O)NC(C)CCc4ccco4)c(C)n3n2)c(OC)c1 (stereo not drawn)	-0.1	-9	-10	-10	-1	-4	-30	-2	8
CCCCN(C(=O)c1cccc(S(=O)(=O)N2CCN(C)CC2)c1)c1c(N)n(CCC)c(=O)[nH]c1=O	5.0	-5	-4	15	0	-5	0	-2	8
CCOC(=O)c1nn(C)c2[nH]c(=O)n(C)c(=O)c12	0.5	nt	-9	9	1	-1	nt	-12	-22
COc1ccc(CCNC(=O)CSc2ccccn2)cc1	0.7	-21	-20	0	1	-3	-11	-5	6
O=C(Nc1ccc(Cl)cn1)C1CC1	0.1	-6	-1	14	8	-3	-5	3	-7
COc1ccc(OC(=O)COc2ccc(Cl)cc2)cc1	0.2	-9	-7	7	-2	-6	-8	-10	-4
CCOC(=O)C1=C(CS(=O)(=O)c2ccc(C)cc2)NC(=O)NC1c1cc(OC)c(O)c(OC)c1 (stereo not drawn)	0.2	-3	-6	-13	2	-4	-1	0	-12
Cc1cc(C)c(C#N)c(SCc2[nH]nc3c2C(c2ccccc2)C(C#N)=C(N)O3)n1 (stereo not drawn)	1.8	3	-22	20	2	-6	-15	-14	-10
CCCN(C(=O)CCOc1ccc(C(C)(C)C)cc1)c1c(N)n(Cc2ccccc2)c(=O)[nH]c1=O	-0.2	6	19	9	1	2	-10	-1	2
CCN1C(=O)C(CC(=O)Nc2ccc(OC)cc2)N(Cc2ccc(OC)c(OC)c2)C1=S (stereo not drawn)	0.7	-5	6	5	9	-5	-16	-3	-29

Remaining list, next part.
smiles	M1 ag parental	OXTR potentiator	CHO-K1 Ca antag	CHO-K1 Ca PAM	TAAR1 ag	M1 ag	CHO parental Ca	M1 antag	TAAR1 antag
COc1ccc2ccccc2c1C1CC(=O)N2CN(C3CCCCC3)CSC2=C1C#N (stereo not drawn)	1.2	-6	-10	26	2	-4	-15	-17	-15
Nc1ccc(-c2cc(NC=O)c3ncc(-c4cccc(C(F)(F)F)c4)n3c2)cn1	0.6	nt	-3	12	3	0	nt	-4	-15
OC(c1ccc(-c2ccccc2)cc1)c1ncc(-c2ccccc2)[nH]1 (stereo not drawn)	3.3	nt	-14	32	3	-2	nt	-4	-16
COC(=O)c1ccc(COc2cccn3c(N(C)C(=O)CCC4CCCC4)c(C)nc23)cc1	6.9	nt	-7	-2	4	-4	nt	26	68*
Cc1ccc(CN(Cc2ccco2)C(=S)NCC(=O)NC2CC2)cc1	1.5	5	-18	16	0	-5	-26	-2	-37
Cc1ccc(S(=O)(=O)N2CCOCC2)cc1C(=O)OCC(=O)NC1CCCC1	1.8	0	-19	16	0	-4	-14	-3	11
CCC(Oc1ccccc1)C(=O)OCC(=O)Nc1sccc1C(N)=O (stereo not drawn)	17*	-11	6	-19	11	6	0	25	23
O=C(CSc1nnc(NC(=O)C2CC2)s1)NCc1cccs1	0.4	-8	5	-10	2	-4	7	-9	-9
CNC(=O)COC(=O)c1ccc(NC(=O)CC#N)cc1	0.6	-9	-13	14	2	-5	11	-7	-14
CCOC(=O)C1CCCN(S(=O)(=O)c2ccc3c(c2)N(C)C(=O)CC(=O)N3C)C1 (stereo not drawn)	0.2	0	-12	10	5	-3	0	-8	-46
CC1CCCCN1CCNC(=O)CN1C(=O)CSc2ccc(S(=O)(=O)N3CCCCC3)cc21 (stereo not drawn)	0.5	-6	-14	12	2	-5	-13	14	-26
O=C(CN1C(=O)C2CC=C(Cl)CC2C1=O)NCc1ccccc1 (stereo not drawn)	0.3	-10	-8	9	8	-3	-7	-11	-7

(next part)
smiles	M1 ag parental	OXTR potentiator	CHO-K1 Ca antag	CHO-K1 Ca PAM	TAAR1 ag	M1 ag	CHO parental Ca	M1 antag	TAAR1 antag
CCn1c(SCC(=O)c2c(N)n(C3CC3)c(=O)[nH]c2=O)nc2cc(S(N)(=O)=O)ccc21	-0.1	0	-16	6	6	-2	3	-3	3
COc1cccc(NC(=S)NN=C2CCC(C(C)(C)C)CC2)c1 (stereo not drawn)	-0.2	-9	-9	0	-2	-3	-6	-2	24
COC(=O)CN(C(=S)Nc1ccc(Cl)cc1)C1CC(=O)N(c2ccc(OC)cc2)C1=O (stereo not drawn)	4.6	-11	7	3	22	-2	-14	11	19
COc1ccccc1NC(=O)CN1CCN(Cc2ccccc2)CC1	-0.2	-8	-10	11	1	-6	-24	-10	2
Cc1ccc(C)c(Nc2ccc(C(=O)NCCc3ccccc3)cn2)c1	0.2	-5	-8	27	0	-1	-20	-11	11
Cc1cc(NC(=O)CCC(=O)N(CCC(C)C)C(C(=O)NC2CCCC2)c2cccnc2)no1 (stereo not drawn)	-0.1	-4	-17	19	-2	-5	-13	-5	2
CCOC(=O)Cn1nc(CC)c2ccccc2c1=O	0.5	-1	-18	3	9	-4	-4	-8	3
COc1ccc(NC(=O)COC(=O)C2CCN(S(=O)(=O)c3cccs3)CC2)cc1OC	1.6	-3	-7	25	7	3	-2	-13	-6
O=C(COC(=O)/C=C/c1ccccc1[N+](=O)[O-])NCC1CCCO1 (stereo not drawn)	0.3	-7	4	11	6	-8	-16	5	14
Cc1ccc(NC(=O)c2cc(C)nc3ccccc23)c(Br)c1	1.1	-10	-5	-15	0	-5	-26	-7	1
COc1ccc(CC(=O)N(C)CC(=O)Nc2ccc(F)cc2)cc1S(=O)(=O)N1CCOCC1	-0.1	3	0	-7	4	-3	-22	-1	-14
CC(C)Oc1ccc(Cn2c(-c3ccco3)n[nH]c2=S)cc1	2.3	-4	-6	18	7	-4	-14	29*	-8

Next section.
smiles	M1 ag parental	OXTR potentiator	CHO-K1 Ca antag	CHO-K1 Ca PAM	TAAR1 ag	M1 ag	CHO parental Ca	M1 antag	TAAR1 antag
CSc1nc2c(=S)[nH]c(=S)[nH]c2s1	0.7	nt	-8	11	-1	3	nt	-2	-28
Cn1cnc(S(=O)(=O)NCc2cccs2)c1	0.7	0	-14	19	8	-4	8	-11	-4
Cc1nonc1C1CCCN1Cc1cn[nH]c1-c1ccc2c(c1)OCO2 (stereo not drawn)	0.4	-16	-6	15	0	2	-8	-9	11
O=C(COc1ccc2c(c1)oc(=O)c1ccccc12)NCCCN1CCOCC1	1.2	-6	-14	4	2	-3	-15	5	-1
O=C(NCCCc1ccccc1)c1ccc(-n2cncn2)c([N+](=O)[O-])c1	1.0	-3	0	0	2	-2	-17	2	-17
Cc1cc(C)n(-c2ccc(Cl)c(C(=O)Nc3cc(C(F)(F)F)ccc3Cl)n2)n1	0.6	-5	-3	16	1	-6	-13	-10	-33
CC1CN(S(=O)(=O)c2cccc(C(=O)Nc3ccc(S(=O)(=O)Nc4ncccn4)cc3)c2)CC(C)O1 (stereo not drawn)	0.7	nt	-14	20	2	-3	nt	-3	-15
O=C1Nc2ccc(Br)cc2/C1=C/C(=O)c1ccc2c(c1)OCO2	2.2	-10	12	-1	-1	10	11	15	9
Cc1cc(C(=O)Nc2cccc3ccccc23)oc1C	0.4	nt	-19	17	2	-4	nt	-16	-3
COc1ccc(CNC(=O)CNC(=O)N2CC(=O)Nc3ccccc32)cc1	0.2	-5	-8	-8	3	-1	-3	-1	-3
O=C(c1ccccc1)N1CCc2[nH]nc(-c3ccccc3)c2C1	1.4	-1	-19	21	7	0	-15	-6	-2
CC(C)CC(=O)NC(=S)Nc1ccc(S(=O)(=O)Nc2nccs2)cc1	0.2	2	-5	17	0	-6	-4	3	-16

The listing continues.
smiles	M1 ag parental	OXTR potentiator	CHO-K1 Ca antag	CHO-K1 Ca PAM	TAAR1 ag	M1 ag	CHO parental Ca	M1 antag	TAAR1 antag
COc1ccc(C(=O)NCc2ccc(C)cc2)cc1S(=O)(=O)N1CCOCC1	0.7	nt	-7	5	4	0	nt	-2	-15
CCCCN(C(=O)C1CCCC1)c1c(N)n(CCC)c(=O)[nH]c1=O	-0.1	nt	10	-20	1	0	nt	4	-45
Cc1ccc(NS(=O)(=O)c2ccc(NC(=O)C(C)Sc3ccc(Cl)cc3)cc2)c(C)c1 (stereo not drawn)	4.9	-14	1	23	51*	8	12	8	18
O=C(O)CC1(CC(=O)Nc2ccccc2N2CCOCC2)CCCC1	-0.1	-6	-3	1	1	-3	-16	-7	-2
CC(=O)NN1C(=O)c2ccc3c4c(ccc(c24)C1=O)C(=O)N(NC(C)=O)C3=O	0.7	-1	-10	6	0	-3	-3	-7	-21
COc1ccc(OCCSc2nnc3sc4ccccc4n23)cc1	1.6	-7	-24	12	5	-12	21	-12	-14
O=C(Nc1nc2c(s1)CCCC2)c1ccc(Br)o1	0.5	-20	1	4	10	-3	-10	-8	27
COc1ccc(-c2nnc(SCCC(=O)O)n2C)cc1OC	1.0	-13	-12	19	14	-3	1	-42	-9
CCCCON1C(=O)c2cccc3cccc(c23)C1=O	0.0	0	-9	6	-3	-3	-8	-8	-10
CC(=O)Nc1ccc(NC(=O)CSc2ccc(C)cc2)cc1	0.2	-8	0	12	6	0	-12	-6	-1
COC(=O)C1=C(C)OC(N)=C(C#N)C1c1cc(OC)c(OCC(N)=O)cc1Cl (stereo not drawn)	0.1	4	-2	11	7	-2	0	0	-2
Cc1nc2ccccc2n1C(=O)N1CCOCC1	0.5	-9	9	-5	5	-2	-6	-13	13

(further entries)
smiles	M1 ag parental	OXTR potentiator	CHO-K1 Ca antag	CHO-K1 Ca PAM	TAAR1 ag	M1 ag	CHO parental Ca	M1 antag	TAAR1 antag
O=c1[nH]c2cnccc2n1-c1ccccc1	0.2	-9	-5	9	1	-1	-3	-30	-3
Cc1ccc(C(=O)Nc2ccc(C)c(S(=O)(=O)N(C)C)c2)s1	4.3	-7	5	4	9	-4	-25	7	11
CC(=O)c1cccc(CN2CCCC(N3CCN(c4ccccc4F)CC3)C2)c1 (stereo not drawn)	0.0	-1	7	-18	1	-10	-18	11	-9
CC(=O)C[C@@H](O)CC(=O)[C@@H]1OC(=O)[C@@H](C)C/C=C\Cc2ccccc21	0.5	6	-27	22	3	-3	-20	-8	6
CCCCn1c(SCC(=O)c2ccc(OC)c(OC)c2)nc2cc(S(N)(=O)=O)ccc21	0.5	-7	-5	8	7	-4	-17	-3	-1
